GRP78 ERSR act – induces the endoplasmic reticulum stress response in human glioma cells. Potency, µM, for inactives: at the top dose activation, hits mostly activators. actives 0.02% (n = 420,000). U87-MG GRP78 promoter luciferase reporter, 16 h; note: potency is the fitted concentration of half-maximal effect; series mostly up to about 76 µM; % of control where 0% means no effect; nearly all actives have a fitted effect of over 35% in size
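Stably transfected U87-MG human glioma cells carrying a GRP78-based luminescent sensor were seeded at 1000 cells/well, pin-dosed with compounds and incubated 16 h. Luciferase reagent was then added, and end-point luminescence was read after 10 min at room temperature.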
RXFP1 agonist – activates the human relaxin receptor RXFP1; Q9HBX9; HEK293T-RXFP1 cAMP TR-FRET, 30 min; response scale: percent of porcine relaxin response, buffer zero; Potency, µM (top dose mostly 57.5 µM), inactives show top-dose activation, actives largely listed as activators; actives 0.3% (n = 370,000); note: potency is the fitted concentration of half-maximal effect; % is set by controls: 0 for no effect and ±100 for the full control effect; nearly all actives have a fitted effect of over 60% in size; many of its hits are not listed in these tables
Target sequence (Q9HBX9 whole entry, looked up): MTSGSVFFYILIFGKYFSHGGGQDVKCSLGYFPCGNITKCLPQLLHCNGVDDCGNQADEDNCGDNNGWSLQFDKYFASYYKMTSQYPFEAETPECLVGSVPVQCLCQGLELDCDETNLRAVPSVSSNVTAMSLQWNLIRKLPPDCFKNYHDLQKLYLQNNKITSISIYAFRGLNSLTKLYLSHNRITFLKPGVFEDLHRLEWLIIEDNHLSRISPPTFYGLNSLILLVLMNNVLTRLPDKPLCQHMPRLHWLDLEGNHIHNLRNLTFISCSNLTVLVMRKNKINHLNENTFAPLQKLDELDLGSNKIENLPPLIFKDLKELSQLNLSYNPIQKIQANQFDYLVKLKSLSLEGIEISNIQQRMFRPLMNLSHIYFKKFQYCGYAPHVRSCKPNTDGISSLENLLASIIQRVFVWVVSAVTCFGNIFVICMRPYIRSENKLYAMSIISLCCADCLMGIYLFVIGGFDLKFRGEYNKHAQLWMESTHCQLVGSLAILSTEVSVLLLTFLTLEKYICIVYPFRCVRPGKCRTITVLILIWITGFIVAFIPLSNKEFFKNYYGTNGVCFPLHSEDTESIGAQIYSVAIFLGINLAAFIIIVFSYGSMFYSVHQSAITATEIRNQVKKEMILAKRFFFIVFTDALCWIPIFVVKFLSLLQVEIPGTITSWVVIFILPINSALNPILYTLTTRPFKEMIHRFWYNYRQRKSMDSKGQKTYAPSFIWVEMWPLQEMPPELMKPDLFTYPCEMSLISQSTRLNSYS
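cAMP rise read by TR-FRET after 30 min, 37C compound exposure (up to 58 uM) in RXFP1-transfected HEK293 cells with Ro 20174 present. EC50 from Hill-equation fits, with 29 nM porcine relaxin as 100% and buffer as basal.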
USP1-UAF1 inh – inhibitors of human USP1/UAF1 deubiquitinase. Potency, µM (highest dose often 57.1 µM), without a hit: at the top dose activity change, negative = inhibition, most hits filed as inhibitors. recombinant USP1/UAF1, Ub-Rhodamine cleavage fluorescence. O94782. actives 0.23% (n = 390,000); note: potency is the fitted concentration of half-maximal effect; % is set by controls: 0 for no effect and ±100 for the full control effect; nearly all actives have a fitted effect of over 60% in size; inactives centre near -12
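In this screen, compounds sit with the deubiquitinase complex (1nM) for 15 min at room temperature before Ub-Rho is added at 150nM final. Fluorescence rise is then followed for 6 reads every 60 seconds.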
TrxR1 substrate – substrates of rat thioredoxin reductase 1. purified TrxR1 substrate turnover, NADPH consumption readout. Potency, µM (highest dose often 114 µM), for the others: at the highest dose activity change, negative = substrate turnover. actives 0.01% (n = 390,000); note: potency is the fitted concentration of half-maximal effect; % is set by controls: 0 for no effect and ±100 for the full control effect; nearly all actives have a fitted effect of over 50% in size
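Rat TrxR1, dispensed at 90 nM, was prereduced with 400 uM NADPH (final) for 5 min at ~22 deg C, then incubated with compound 15 min before 400 uM selenite. A first-read NADPH fluorescence drop versus no-compound background flagged substrates.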
Vif-APOBEC3G blk – inhibitors of Vif-APOBEC3G interaction; Potency, µM (doses to about 46.1 µM), inactives show at the top dose activity, negative = active, hits mostly inhibitors; AID 602310; actives 0.076% (n = 410,000); HeLa A3G-eYFP + Vif (tagged APOBEC3G with the HIV-1 protein that degrades it), YFP fluorescence, overnight; Q9HC16;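 note: potency is the fitted concentration of half-maximal effect; % is set by controls: 0 for no effect and ±100 for the full control effect; nearly all actives have a fitted effect of over 60% in size; hits raise eYFP signal because A3G escapes Vif-driven loss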
Target sequence (Q9HC16 whole entry, looked up): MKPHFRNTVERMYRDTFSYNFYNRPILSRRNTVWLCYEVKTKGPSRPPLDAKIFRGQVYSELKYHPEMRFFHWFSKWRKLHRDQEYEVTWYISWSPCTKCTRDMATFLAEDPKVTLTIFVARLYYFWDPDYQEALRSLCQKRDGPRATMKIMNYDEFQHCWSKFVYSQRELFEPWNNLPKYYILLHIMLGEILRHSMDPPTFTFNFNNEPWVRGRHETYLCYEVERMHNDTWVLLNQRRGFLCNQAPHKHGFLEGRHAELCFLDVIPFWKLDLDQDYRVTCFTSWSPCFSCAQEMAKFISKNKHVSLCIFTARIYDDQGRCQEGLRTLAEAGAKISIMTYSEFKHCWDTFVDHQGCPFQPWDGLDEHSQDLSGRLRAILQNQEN
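HeLa cells stably expressing Vif and C-terminally eYFP-tagged A3G, seeded overnight at 37 deg C, then exposed to compound by pintool overnight at 37 deg C. Rise in yellow fluorescence (Ex 488/Em 500-530, Acumen) marks blocked Vif-driven A3G degradation.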
LDHA inh – LDHA (human) enzyme inhibition; purified LDHA, NADH/diaphorase-resazurin fluorescence; hits give low values; activity change, % (values are at about 110 or 230 µM); AID 1347041; actives 0.15% (n = 480,000); P00338; in the data active = activity change below about -30%; inconclusive = mostly about -25% to -30%;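 note: plate controls were DMSO wells for no effect and wells without enzyme for full effect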
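Human LDH5 (2 nM) was incubated with 0.06 mM NADH and 0.2 mM pyruvate for 5 min at room temperature in Tris pH 7.4. Remaining NADH was coupled through diaphorase/resazurin, and resorufin fluorescence was read at 0 and 20 min.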
mIDH1 inhibitor – human IDH1 R132H inhibition | IDH1-R132H enzyme, NADPH consumption, diaphorase/resazurin fluorescence | Potency, µM (highest dose often 76.6 µM), for the others: top-dose activity change, negative = inhibition, actives largely listed as inhibitors | actives 0.093% (n = 390,000); note: potency is the fitted concentration of half-maximal effect; % is set by controls: 0 for no effect and ±100 for the full control effect; nearly all actives have a fitted effect of over 65% in size
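IDH1-R132H (0.5 ug/mL dispensed) in pH 7.5 Tris buffer was preincubated 30 min with compound, then given a substrate mix of 0.016 mM NADPH and 2 mM alpha-KG for 80 min at room temperature; remaining NADPH was read by diaphorase/resazurin fluorescence.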
PI4K2A inh – blocks human PI4K2A kinase activity. Q9BTU6. purified PI4K2A, ADP-Glo luminescence, 1 h; hits give low values. activity change, negative = inhibition, % at 76.9 µM. actives 0.13% (n = 420,000); in the data active = activity change below about -50%; inconclusive = mostly about -30% to -49%;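 note: -100% = wells without enzyme as full effect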
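PI4K2A activity was measured by ADP-Glo luminescence: enzyme (4 ug/mL stock) and phosphatidylinositol (1.2 mM stock) in Tris pH 7.5/MgCl2/EGTA/Triton X-100 buffer were reacted with ATP (300 microM stock) for one hour at ambient temperature.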
Vif-A3F inh – blocks the Vif interaction with APOBEC3F. Potency, µM (series often up to 46.1 µM), for inactives: at the highest dose activity, negative = active. HeLa A3F-eYFP + Vif (tagged APOBEC3F with the HIV-1 protein that degrades it), YFP fluorescence increase. actives 0.2% (n = 390,000). AID 602313; note: potency is the fitted concentration of half-maximal effect; % of control where 0% means no effect; nearly all actives have a fitted effect of over 65% in size
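HeLa cells stably expressing Vif plus C-terminally eYFP-tagged A3F were seeded, incubated overnight at 37 deg C, dosed with compound, incubated overnight again at 37 deg C. Yellow fluorescence (Ex 488/Em 500-530) reported blocked Vif-mediated A3F-eYFP degradation.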
* hit, by the source's call; ? = inconclusive; / = not tested or not shown; & = joins results of further samples; [ ] = dose if it differs, or a comment. Unless noted, calls come from the whole dose curve; as a rule, active = well fitted curve in the direction sought with a large enough effect; inconclusive = small, poorly fitted or top-dose-only effect, or another doubt; inactive = no such curve, though single readings can be large; an effect the other way counts as inactive or inconclusive. This is a subset; rates above refer to the full screens.

Fields – GRP78 ERSR act	RXFP1 agonist	USP1-UAF1 inh	TrxR1 substrate	Vif-APOBEC3G blk	LDHA inh	mIDH1 inhibitor	PI4K2A inh	Vif-A3F inh
COc1ccc2[nH]cc(S(=O)(=O)c3ccc(C)c(C)c3)c(=O)c2c1
 : -1.5%	16.6%	-2.3%	5.2%	1.0%	-2.0	-2.0%	-5.3	0.3%
Cc1ccccc1NC(=S)N(Cc1ccccc1)Cc1cccs1
 : -1.7%	4.0%	-13.8%	0.4%	-0.9%	-0.4	0.0%	-6.5	1.7%
COc1ccc(C2(O)CCN(Cc3nnnn3Cc3ccc(F)cc3)CC2)cc1
 : -1.4%	-1.7%	-2.1%	7.9%	0.9%	-2.2	-2.2%	0.1	2.0%
Cc1ccn2cc(CCNC(=O)C3CCCCC3)nc2c1
 : -2.0%	2.1%	-20.6%	9.1%[57.1 µM]	-0.9%	-8.8	0.1%	5.2	4.0%
CC(OC(=O)CCCOc1ccccc1)C(=O)Nc1ccc(Cl)cn1 (centres undefined)
 : -3.3%	0.4%	-6.4%	-13.4%	3.0%	-6.8	1.3%	1.8	-5.3%
Cc1cnc(NC(=O)CCc2ccccc2)s1
 : 2.5%	0.9%	-7.9%	-2.8%	?	0.3	3.0%	-5.0	-21.1%
COC(=O)C1=CN(CC2CCCO2)C=C(C(=O)OC)C1c1cc(OC)c(OC)c(OC)c1 (centres undefined)
 : 0.9%	4.8%	-9.2%	261.8%[activator]	-0.2%	0.0	-1.7%	1.3	-6.9%
CSc1nncc(=O)[nH]1
 : -0.9%	0.4%	-4.7%	-0.8%	2.1%	-0.8	11.4%	2.0	-18.8%
COc1cccc(NC(=O)N2CCC(NC(=O)C3CCCCC3)CC2)c1
 : -5.8%	0.6%	-14.9%	6.6%	1.1%	-10.8	-3.7%	2.3	5.4%
CN(CC(=O)N1CCOCC1)C(=O)CSc1nc2ccccc2s1
 : 2.6%	4.2%	-18.5%	3.7%	-1.5%	-4.5	3.3%	-2.6	7.3%
N#C/C(=C/Nc1ccccc1C(=O)O)C(N)=O
 : -4.1%	1.2%	-7.4%	-22.7%	-0.7%	-4.0	6.0%	9.8	12.9%
CN(C)CCCNCCCNC(=O)/C(=N\O)c1ccccc1
 : -3.4%	0.0%	1.4%	-1.0%[57.1 µM]	1.4%	-2.0	22.3%	-2.2	-2.2%
N#Cc1ccc(N2CCN(C(=O)c3cccc(F)c3)CC2)c(F)c1
 : -4.4%	-1.4%	-13.5%	9.1%[57.1 µM]	6.8%	2.0	14.1%	-4.8	-3.6%
Cc1ccc(N2CC(C(=O)Nc3c4c(nn3C(C)(C)C)CS(=O)(=O)C4)CC2=O)cc1C (centres undefined)
 : -6.0%	0.3%	-11.9%	-8.0%	-4.5%	-4.7	10.2%	-0.9	0.4%
CC(=O)Nc1ccc(S(=O)(=O)N(CC(=O)NCC2CCCO2)Cc2ccccc2Cl)cc1 (centres undefined)
 : -4.1%	/	-21.6%	/	-1.4%	-0.2	12.7%	-2.9	-4.3%
CCCCCNCC(=O)Nc1cc(C(F)(F)F)ccc1OCCOC
 : -5.3%	-0.8%	-15.2%	-0.5%	-0.1%	-12.5	-12.8%	-1.1	-4.4%
C/C(CC(=O)Nc1ccccn1)=N\NC(=O)C(=O)Nc1cccc(C)c1
 : 1.5%	3.0%	-24.2%	9.8%	-1.6%	-1.6	5.6%	-6.8	-2.0%
CCCn1c(=O)c2c(nc3n2CCCN3Cc2ccccc2)n(C)c1=O
 : 0.5%	5.9%	-7.8%	-16.0%	0.1%	-2.4	4.5%	-1.3	-0.9%
COc1ccc(CCNC(=O)CCC(=O)N2CCN(S(=O)(=O)c3ccc(Cl)cc3)CC2)cc1OC
 : -1.0%	1.0%	-8.1%	4.8%	-0.3%	0.8	8.5%	-0.3	0.0%
COC(=O)c1sccc1NC(=O)Cn1nnc(-c2ccc(C)cc2)n1
 : -3.6%	-0.5%	-9.6%	-3.8%	0.2%	-14.1	4.6%	0.8	-15.6%
O=C(Nc1ccccn1)C1CCN(S(=O)(=O)c2ccc3ccccc3c2)CC1
 : -0.4%	1.1%	-21.2%	5.3%[57.1 µM]	-2.8%	-0.4	1.9%	0.3	0.6%
O=C(CSc1nnc(-c2ccc(Br)cc2)o1)Nc1cccc(C(=O)O)c1
 : -12.1%	2.1%	-20.6%	5.6%	-4.8%	-2.7	-0.9%	-3.0	1.2%
CC(C)OC(=O)CSc1nnc2c3ccccc3n(C)c2n1
 : -2.4%	19.0%	-18.6%	-4.3%	-0.2%	-1.5	6.5%	4.3	0.4%
CC(C)CC(C)NNC(=O)c1cc2ccccc2[nH]1 (centres undefined)
 : 2.2%	1.3%	-14.7%	-2.1%	-0.7%	-1.9	2.3%	1.7	-7.1%
CC1CCc2c(cc(-c3ccccc3)n2-c2ccc(C(=O)NC(C)C)cc2)C1 (centres undefined)
 : -7.0%	1.2%	-3.8%	0.3%	?	6.9	3.5%	1.2	-9.8%
COC(=O)c1c(C)n(-c2ccc(OC)cc2)c2ccc(O)cc12
 : -6.5%	2.1%	4.3%	6.0%[57.1 µM]	-20.7%	9.0	4.8%	-4.2	-15.5%
CN(CC(=O)NCc1ccccc1)S(=O)(=O)c1ccc2c(c1)CCC(=O)N2
 : -1.8%	-2.7%	-2.2%	-6.2%	0.1%	-5.1	0.0%	-2.2	?
Cc1c(NC(=O)/C=C/C(=O)O)cccc1[N+](=O)[O-]
 : -4.3%	-5.5%	-23.1%	8.7%	2.0%	-4.0	3.8%	5.6	-7.6%
CCOc1ccc(N2CC(C(=O)NCCC3=CCCCC3)CC2=O)cc1 (centres undefined)
 : 3.0%	-2.6%	-9.9%	3.5%	0.7%	2.5	-1.4%	12.5	-5.5%
COCCNC(=O)C[C@H]1C[C@H]2c3cc(NS(=O)(=O)c4ccc(F)cc4)ccc3O[C@H]2[C@H](CO)O1
 : -6.0%	/	-24.9%	/	0.5%	-1.7	10.7%	3.8	-0.8%
CCOC(=O)Cc1nnc(Nc2cccc(C)c2)c2ccccc12
 : 1.3%	-0.2%	-5.0%	-0.7%[57.1 µM]	0.5%	1.5	6.6%	-0.5	-13.9%
Fc1ccc2c(Cl)c(-c3nnc(-c4cccs4)o3)sc2c1
 : 2.3%	9.6%	-18.7%	6.2%	0.2%	-3.6	-2.7%	-2.5	3.4%
Cc1ccc(OCC(O)Cn2c(N3CCCCC3)nc3c2c(=O)[nH]c(=O)n3C)cc1 (centres undefined)
 : -7.0%	0.4%	-26.8%	0.3%	0.8%	-0.9	0.9%	-1.0	-7.1%
Cc1ccccc1C(=O)c1cccn1CC(=O)NCc1ccc(Cl)cc1
 : 1.9%	0.7%&-2.7%	?	2.7%[11.4 µM]	0.9%	-9.6&-10.8	3.9%	4.9&4.8	-4.7%
Cc1ccc(COc2ccc(/C=N/O)cc2)cc1
 : 3.8%	1.6%	-19.5%	-10.9%	-3.5%	-2.4	3.9%	0.6	-6.4%
FC(F)(F)c1ccc(Cl)c(NC2=NCCCCC2)c1
 : -1.0%	-1.7%	-9.9%	-2.4%	-2.2%	-6.4	4.9%	-5.6	2.1%
COc1cc(OC)c(C2Nc3ccccc3-c3nnc(SCc4ccccc4)nc3O2)cc1OC (centres undefined)
 : -0.3%	6.1%	-31.5%	-4.6%	-2.0%	0.3	-4.9%	5.4	0.6%
Cc1cc(-c2n[nH]c(=S)n2Cc2ccco2)nn1C
 : -3.8%	1.4%	4.0%	0.0%	-2.2%	-4.3	-4.5%	3.0	3.9%
CC1CCN(C(=O)CN2C(=O)NC(c3ccccc3)(c3ccccc3)C2=O)CC1
 : -3.2%	0.3%	-20.2%	-3.8%	-0.5%	-1.8	0.2%	-3.2	-1.6%
O=C(CC(c1ccccc1)c1cc(Br)ccc1O)NCCCN1CCOCC1 (centres undefined)
 : -4.1%	-1.1%	-9.2%	2.8%	-0.9%	-8.7	11.1%	-3.0	-0.4%

Brought forward from above: two entries; new compounds follow.
Fields – GRP78 ERSR act	RXFP1 agonist	USP1-UAF1 inh	TrxR1 substrate	Vif-APOBEC3G blk	LDHA inh	mIDH1 inhibitor	PI4K2A inh	Vif-A3F inh
CC1CCN(C(=O)CN2C(=O)NC(c3ccccc3)(c3ccccc3)C2=O)CC1
 : -3.2%	0.3%	-20.2%	-3.8%	-0.5%	-1.8	0.2%	-3.2	-1.6%
O=C(CC(c1ccccc1)c1cc(Br)ccc1O)NCCCN1CCOCC1 (centres undefined)
 : -4.1%	-1.1%	-9.2%	2.8%	-0.9%	-8.7	11.1%	-3.0	-0.4%
O=C(Nc1cccc(O)c1)c1cccc(NC(=O)c2cccs2)c1
 : 2.5%	1.1%	-23.0%	8.8%	-8.6%	-0.9	7.4%	-1.3	0.2%
COc1cccc([C@@H]2Oc3ccc(OC)cc3C(=O)[C@H]2OC(=O)Nc2cc(OC)c(OC)c(OC)c2)c1
 : 6.3%	2.1%	-19.3%	0.3%	-7.5%	3.6	0.0%	4.7	3.3%
CCN1C(=O)[C@H]2[C@@H](c3ccc(-c4ccc(Cl)c(Cl)c4)c(OC)c3)N[C@@](Cc3ccccc3)(C(=O)OC)[C@H]2C1=O
 : -2.8%	-0.6%	?	6.8%	2.4%	-1.0	10.0%	0.8	0.6%
O=S(=O)(c1ccccc1)N1CC=C(c2ccccc2)CC1
 : -6.8%	-0.7%	-10.2%	-3.0%	3.3%	-7.1	0.0%	2.1	-3.9%

Screening data as filed in PubChem BioAssay.
